PERK inh: blocks human PERK kinase. Q9NZJ5. CHO PERK-DD fusion, SEAP luminescence translation reporter. inhibition, % at 5.6 µM. 220,000 tested, 0.17% active. AID 1416;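 active = inhibition above the mean inhibition of all tested compounds plus 3 SD, set separately per screening campaign, cut at about 2.9% in these data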;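 also: PERK kinase domain activated by AP20187 dimerizer at 100 nM; 0% = DMSO with dimerizer and 100% = rapamycin at 8.4 µM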
FXIa inh: factor XIa (human) inhibition. purified FXIa, Boc-Glu-Ala-Arg-AMC fluorogenic substrate. AID 798. inhibition, % at 5 µM. 220,000 tested, 0.14% active. P03951;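 active = inhibition of at least 40%; inactive = inhibition below 40%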;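 also: fluorescence of freed AMC excited at 355 nm; 0% = enzyme without compound and 100% = no enzyme blank; many of its hits are not listed in these tables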
Target sequence (P03951 19-387 limits assumed): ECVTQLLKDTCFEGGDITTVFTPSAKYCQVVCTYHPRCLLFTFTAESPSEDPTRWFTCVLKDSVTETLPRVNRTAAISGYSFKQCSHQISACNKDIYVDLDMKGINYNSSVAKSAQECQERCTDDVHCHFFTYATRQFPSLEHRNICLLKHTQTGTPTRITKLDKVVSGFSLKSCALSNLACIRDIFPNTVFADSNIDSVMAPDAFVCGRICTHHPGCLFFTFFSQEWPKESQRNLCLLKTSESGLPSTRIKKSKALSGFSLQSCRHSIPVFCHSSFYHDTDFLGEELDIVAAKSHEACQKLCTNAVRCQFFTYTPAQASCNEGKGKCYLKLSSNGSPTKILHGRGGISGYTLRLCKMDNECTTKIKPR
Target sequence (P03951 388-625 limits assumed): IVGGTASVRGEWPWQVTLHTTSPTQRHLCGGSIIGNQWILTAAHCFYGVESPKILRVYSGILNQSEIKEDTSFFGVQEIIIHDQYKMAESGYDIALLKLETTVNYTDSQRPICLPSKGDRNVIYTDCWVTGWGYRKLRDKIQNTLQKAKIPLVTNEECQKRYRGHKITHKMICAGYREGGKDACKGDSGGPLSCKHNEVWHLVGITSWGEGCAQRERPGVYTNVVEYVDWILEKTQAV
Thrombin inh: thrombin (human) inhibition; 220,000 tested, 0.26% active; alpha-thrombin, Boc-VPR-AMC fluorogenic substrate cleavage; inhibition, % at 5 µM;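 active = inhibition at or above 40%; inactive = inhibition below 40%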;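 also: 0% = enzyme with no compound and 100% = wells without enzyme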
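System – human alpha-thrombin protein · Reagent – Boc-VPR-AMC substrate, 15 µM final · Compound – 5 µM single dose in 0.2% DMSO · Schedule – reaction at room temperature · Technique – AMC fluorescence at 355 nm excitation and 460 nm emission · Read-out basis – % inhibition relative to enzyme controls and enzyme-free blanks · Control set – no-compound enzyme wells and no-enzyme blanks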
Furin inh: blocks human furin protease activity; AID 463115; 220,000 tested, 0.061% active; P09958; inhibition, % at 30 µM; purified furin, fluorogenic substrate cleavage; in the data active = inhibition above about 25%; also: inactives centre near -15
FXIIa inh 1536: blocks human coagulation factor XIIa protease activity; purified FXIIa, Boc-QGR-AMC fluorogenic substrate, 2 h; inhibition, % at 5 µM; 220,000 tested, 0.3% active; AID 800; in the data active = inhibition above about 40%;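 also: 0% = enzyme with no compound and 100% = blank without enzyme; many of its hits are not listed in these tables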
KLK5 inh: inhibitors of human kallikrein 5; AID 873; Q9Y337; recombinant hK5, fluorogenic AMC substrate cleavage; inhibition, % at 5 µM; 210,000 tested, 0.59% active;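 active = inhibition of 40% or more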;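 also: 0% = enzyme controls without compound and 100% = no-enzyme blanks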
Target sequence (Q9Y337 67-293 limits assumed): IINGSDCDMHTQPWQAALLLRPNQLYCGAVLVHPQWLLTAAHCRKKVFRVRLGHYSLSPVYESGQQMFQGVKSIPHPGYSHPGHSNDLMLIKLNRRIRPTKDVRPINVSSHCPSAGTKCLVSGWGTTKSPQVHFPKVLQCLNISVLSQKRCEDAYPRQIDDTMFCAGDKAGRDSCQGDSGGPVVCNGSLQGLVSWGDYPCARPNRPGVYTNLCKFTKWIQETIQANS
Wee1 stabilizer: inhibitors of human Wee1 degradation | P30291 | HeLa Luc-Wee1K328M stability, luciferase luminescence; 100% = proteasome inhibitor MG132 effect | reporter increase, % at 5 µM | 220,000 tested, 1.2% active;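 active = activation above the mean of all tested compounds plus 3 SD, set per screening run, cut at about 8.8% in these data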;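 also: cells exposed to compound for 20 h before luminescence read; 0% = DMSO alone and 100% = MG132 at 30 µM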
Cl transport mod: modulators of human KCC2 chloride dependent transport. B-score of Tl+ flux slope (higher = more flux/activation; lower = inhibition) at 10 µM. 190,000 tested, 2.2% active. KCC2 cells, thallium flux FluoZin-2 fluorescence. AID 1456;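 active = thallium flux slope and its plate-corrected score both differing from the plate sample mean at a set confidence after two filtering rounds, in either direction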;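 also: slope of fluorescence scaled to starting intensity during 10 to 20 s after thallium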
p97 inhibitor: inhibitors of human p97 ATPase. P55072. recombinant p97 ATPase, Kinase-Glo ATP luminescence, 3 h. inhibition, % at 8 µM. 220,000 tested, 0.42% active; in the data active = inhibition above about 15%;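 also: 0% = DMSO vehicle and 100% = wells lacking enzyme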
Active calls of the source: *; . = no result given; [ ] = dose if it differs, or a comment.

SMILES	PERK inh	FXIa inh	Thrombin inh	Furin inh	FXIIa inh 1536	KLK5 inh	Wee1 stabilizer	Cl transport mod	p97 inhibitor
COC(=O)CSc1ncnc2c1cnn2-c1ccc(C)cc1C	0.8	-1	1	-13	6	-5	9	0.53	-2
O=C(NCc1cccnc1)c1cccn1-c1ncc(C(F)(F)F)cc1Cl	1.0	0	-12	-22	7	-8	2	-0.24	1
CC(=O)Nc1ccc(-c2cc(-c3ccccc3)nc(-c3ccccc3)n2)cc1	0.9	10	2	-7	13	-4	-2	0.13	9
CC1=C(C(=O)Nc2ccccc2)C(c2ccc(N(C)C)cc2)NC(=O)N1 (centres undefined)	0.2	1	-2	-16	0	-9	0	0.75	3
CC(=O)c1ccc(OCC(C)C)c(CC(C(N)=O)C(N)=O)c1	1.1	4	4	-22	11	3	-1	0.81	4
Cc1ccc(NC(=S)NC2CC3CCCC(C2)N3Cc2ccco2)cc1 (centres undefined)	0.3	-1	-4	-14	7	2	-3	-1.1	-4
CCN(CC)S(=O)(=O)c1ccc(OC)c(NS(=O)(=O)c2ccc(F)cc2)c1	0.0	16	23	-22[20 µM]	28	42*	-1	-3.8	-9
O=c1[nH]c2ccc(S(=O)(=O)N3CCN(Cc4ccccc4)CC3)cc2[nH]c1=O	1.3	15	1	-27	9	-10	-2	.	3
COc1ccc(C(=O)Oc2ccc(C(=S)N3CCOCC3)cc2)cc1	0.4	-3	-2	-4	0	-2	-1	-0.4	3
COc1ccc(Nc2cccc(Cl)c2)c(C(=O)O)c1	0.6	4	-1	4	15	20	-2	-0.9	2
Cc1nn(-c2ccc(F)cc2)c2nc(N)c(C#N)c(-c3cccs3)c12	0.0	7	4	-32[20 µM]	18	2	0	-0.013	6
Cc1ccc(NC(=O)c2cc3cc(OC(F)(F)F)ccc3[nH]2)cc1	0.8	1	2	-26	11	0	3	-0.54	7
COc1cc(OC)cc(-c2nc(-c3ccccc3OC)no2)c1	0.2	2	1	-16[20 µM]	12	-7	2	0.15	-2
Cc1cccc(C)c1NC(=O)C(c1ccccc1)N1CCC2(CC1)OCCO2 (centres undefined)	-0.6	.	.	-9[20 µM]	.	.	-3	0.087	-3
COCCn1c(C)cc(C(=O)COC(=O)c2ccc(N3CCCC3=O)cc2)c1C	0.1	-8	-8	-22[20 µM]	-10	-2	-3	.	2
CCOC(=O)c1cccc(NC(=O)CSc2nnc(-c3cccnc3)n2C)c1	0.0	-7	-13	-33[20 µM]	-4	-1	-3	.	3
COc1ccccc1CNC(=O)C1CC(c2ccccc2F)=NO1 (centres undefined)	.	20	12	1	36	20	.	-0.81	.
CCC(=O)N(CCCN(C)C)c1nc(-c2cc(OC)ccc2OC)cs1	-0.3	3	3	-11[20 µM]	16	-23	0	0.053	-2
COc1cc2c(cc1OC)CN(C(=O)CCN1C(=O)C3CCCCC3C1=O)CC2 (centres undefined)	0.6	3	3	-14	11	3	0	1.4	4
CC(C)C(O)C1CCN(Cc2nc(-c3cccs3)no2)CC1 (centres undefined)	0.0	-4	-6	-20	4	-4	-1	-0.26	0
CC(C)C(C(=O)NCC1CCCO1)N(Cc1ccco1)C(=O)CNS(=O)(=O)c1ccccc1 (centres undefined)	0.0	5	-2	-25	7	-13	-1	0.89	-2
COc1ccc(S(=O)(=O)N2CCCCC2)cc1NC(=O)CN(C)C1CCCCC1	-0.6	30	.	-5	49*	19	-2	-1	-3
Cc1ccc(NC(=O)CCC(=O)OCC(=O)c2ccc(Oc3ccc([N+](=O)[O-])cc3)cc2)cc1	0.0	2	-7	-28	5	-28	1	-0.014	6
CCN(CC)C(=O)C1=C(C)Nc2nc3ccccc3n2C1c1cccc(OC)c1 (centres undefined)	-1.1	-1	2	-3[20 µM]	12	-3	0	.	0
NC(=O)C[n+]1ccc(/C=N/O)cc1	0.8	3	-12	-24	4	-1	-1	0.48	10
CCCCC(=O)Nc1ccc(NC(=O)c2ccc([N+](=O)[O-])cc2Cl)cc1OC	-0.5	5	-7	-25	6	-1	3	0.71	2
COc1ccc2c(c1)CCc1c(C(=O)NCCN3CCOCC3)noc1-2	-0.8	-6	-9	-5	24	5	1	0.25	-1
O=C1c2ccccc2C(=O)N1CC#CCN1CCN(C(c2ccccc2)c2ccccc2)CC1	-0.9	0	0	-8[20 µM]	9	3	-1	0.0071	-8
COc1ccccc1/C=C/C=N/n1c(-c2n[nH]c3c2CCC3)n[nH]c1=S	0.4	10	2	-14	9	6	4	0.23	-2
Cc1cccc2c(C(=O)O)c3c(nc12)CCCCC3	1.8	0	-4	-19[20 µM]	7	-13	-2	0.14	2
O=c1cc(N2CCCC2)c(-c2ccccc2)n[nH]1	1.8	-1	-9	-28	9	.	1	0.67	1
O=C(O)c1cnc(-c2ccccc2)nc1Sc1ccc(Cl)cc1	0.9	6	0	-8[20 µM]	4	6	-2	.	-1
Cc1c(/N=C(\[O-])Nc2ccc(Br)cc2)sn[n+]1C	0.1	6	4	-10	17	2	4	0.01	-1
Cc1ccc(N=Cc2c(O)cc(C)oc2=O)c(C)c1	-1.0	-6	-7	-1	5	-3	2	1.9	-4
O=C(c1ccccn1)c1cc2ccccc2n1S(=O)(=O)c1ccccc1	-0.1	5	3	0	14	-4	0	-0.067	0
Fc1ccc2c(c1)C(c1ccncc1)=NNC(c1ccc(Br)cc1)=N2	0.5	-2	-4	-18	8	-22	-3	1	5
COc1cccc2sc(Nc3nnc(-c4ccccc4Cl)o3)nc12	-1.1	6	2	-21	11	-95	8	80*	3
CCCS(=O)(=O)N1CCCC(C(=O)NCC(OC)OC)C1 (centres undefined)	0.7	-7	-8	-24	.	-8	1	0.72	2
CCn1c(Cc2ccc(OC)cc2)nnc1SCC(=O)NC1CCCCC1	-0.6	2	-4	-16	9	0	2	.	0
NC12CCc3c(no[n+]3[O-])C1(O)CC(c1ccccc1)=[N+]2[O-] (centres undefined)	-0.1	-1	-3	-9[20 µM]	11	10	2	-0.31	0
COC(=O)Cc1ccc(NC(=S)NCc2ccc(F)cc2)cc1	0.2	0	-11	-8	-1	9	-1	0.28	0
O=C(Nc1cccnc1)c1ccccc1Oc1ccccc1	1.1	-5	-8	-9[20 µM]	-5	1	-1	.	2
COc1ccccc1NC(=O)c1sc2nc(-c3ccco3)ccc2c1N	-0.1	1	0	2	-9	2	-3	.	2
O=C(Nc1ccc(OCc2ccccc2)cc1)c1ccccc1	-0.3	-11	-14	-14	0	-5	-1	0.22	1
CCC(=O)NC(c1ccc(OC)cc1)c1c(O)ccc2ccccc12 (centres undefined)	0.3	-6	0	-12	6	-5	1	-0.57	0
Cc1nc(C(=O)NNC(=O)c2ccccc2)c(C(F)(F)F)o1	0.5	6	-4	-25	2	4	-3	4.2*	3
Clc1ccccc1-c1ccc(CN2CCN(c3ccccc3)CC2)o1	0.3	10	3	-12[20 µM]	16	-25	0	-0.34	-10
O=C(CN(CCc1ccccc1)C(=O)CNS(=O)(=O)c1ccccc1)NCc1ccco1	0.4	4	0	-6	11	0	-3	-1.7	-4

Overlap with the part before: 2 entries, then new ones.
SMILES	PERK inh	FXIa inh	Thrombin inh	Furin inh	FXIIa inh 1536	KLK5 inh	Wee1 stabilizer	Cl transport mod	p97 inhibitor
Clc1ccccc1-c1ccc(CN2CCN(c3ccccc3)CC2)o1	0.3	10	3	-12[20 µM]	16	-25	0	-0.34	-10
O=C(CN(CCc1ccccc1)C(=O)CNS(=O)(=O)c1ccccc1)NCc1ccco1	0.4	4	0	-6	11	0	-3	-1.7	-4
CCOC(=O)C1(CCOC)CCN(Cc2ccc(C3CCCCO3)s2)CC1 (centres undefined)	0.1	1	0	-15	6	-1	3	.	2
COc1ccc(C(=O)NNC(=O)C2CCN(S(=O)(=O)c3ccc(C)cc3)CC2)cc1	0.5	2	-3	-16	11	.	1	-0.8	1
Cn1c(C(=O)N2CCC(C(=O)N3CCN(Cc4ccc5c(c4)OCO5)CC3)CC2)cc2sccc21	-0.8	6	-3	-20	8	-8	0	-0.026	0
Cc1cc(C(=O)O)c(S(C)(=O)=O)s1	0.3	3	-16	-21	2	6	-1	0.053	-3
COc1cc2c(cc1OC)CN(C(=S)NC(=O)c1ccccc1)CC2	0.9	0	-2	-13	10	-5	3	23*	-1
O=C(/C=C/c1c(F)cccc1Cl)NCc1ccco1	0.6	8	-2	-10	14	-8	2	-0.11	-3
Cc1cc(C)n(-c2nc(C)nc3sc4c(c23)CCC(C)C4)n1 (centres undefined)	-0.5	-9	-4	-20[20 µM]	7	17	-5	-0.93	-8
CC(C)=CCSc1nnc([C@@H](NC(=O)OC(C)(C)C)C(C)C)o1	-0.7	6	1	-17	15	4	-1	0.027	-3
CC(=O)Nc1ccc2c3c(cccc13)CC2	1.2	.	.	-19[20 µM]	.	.	0	.	1
Cc1[nH]n(-c2ccc([N+](=O)[O-])cc2)c(=O)c1C=NCCN1CCN(C(=O)c2ccc(F)cc2)CC1	-1.2	-1	0	-9[20 µM]	12	3	-4	.	-58
CC(C)OCC(O)CSc1ccccn1 (centres undefined)	0.4	24	6	-23	31	-5	-1	.	-2
FC(F)(F)c1nc2ccccc2nc1N/N=C\c1ccccc1	1.3	2	3	-13[20 µM]	8	-1	1	.	-2
COC(=O)C1=C(C)NC2=C(C(=O)CCC2)C1c1ccc(-c2ccsc2C(=O)OC)o1 (centres undefined)	-0.6	4	5	-8	10	-1	-2	-1.4	-7
CC(C)c1cc(C(=O)OCC(=O)NC(=O)NCc2ccco2)c(O)c(C(C)C)c1	0.0	1	3	-7	5	1	-3	-0.18	-3
CCC(C)N1C(=S)SC(C)(C)C1N(O)C(=O)NC1CCCCC1 (centres undefined)	-0.8	-1	2	-8	12	0	2	0.79	-2
COc1ccc(N2CC(O)=C(c3nc(-c4ccccc4)cs3)C2=N)cc1	0.5	-6	-8	-16	-1	-4	-1	-0.17	2
Cc1cc(O)c(N)c(C)c1Cl	0.7	-2	-4	-30	9	3	5	-0.018	5
Cc1nc(N2CCN(S(=O)(=O)c3ccc(F)cc3)CC2)c2c(-c3cccs3)csc2n1	-0.2	-3	5	-15	-4	-8	1	-0.54	-2
O=C(/C=C\c1ccco1)Oc1cccc2cccnc12	-0.3	-2	6	2	4	-10	-4	-0.72	4
CCSc1nc2c(c(=O)[nH]1)C(c1cccnc1)C(C(=O)OC)=C(C)N2 (centres undefined)	1.6	-1	-1	-11	0	9	3	-1.3	7
Cc1onc(-c2c(Cl)cccc2Cl)c1COC(=O)c1ccc(Cl)cc1	-1.1	-12	-5	-3	4	17	1	0.52	-2
O=C(O)CSc1ncccn1	1.3	-26	-7	-26	5	-7	1	0.67	4
CCC(=O)NCCCNc1nc2c(C)cccc2cc1C#N	1.0	-3	0	-29	5	0	-4	-1.5	4
CCOc1ccc2nc(NS(=O)(=O)c3ccc4c(c3)n(C)c(=O)n4C)sc2c1	2.2	0	0	-6[20 µM]	4	-11	0	2.9	1
CC(=O)N1CCc2cc(Br)cc(S(=O)(=O)CCC(=O)N3CCN(c4ccccn4)CC3)c21	0.8	1	-10	-12	7	0	1	-0.84	5
O=C(N/N=C/c1ccccn1)c1cccnc1	0.7	-17	-4	-20	3	-17	3	0.22	1

Single values from the entries so far:
Cc1cccc2c(C(=O)O)c3c(nc12)CCCCC3 | Cl transport mod: 0.14
Cc1cc(C)n(-c2nc(C)nc3sc4c(c23)CCC(C)C4)n1 (centres undefined) | FXIa inh: -9
CCOC(=O)C1(CCOC)CCN(Cc2ccc(C3CCCCO3)s2)CC1 (centres undefined) | FXIa inh: 1
